SF-1 act – activators of human nuclear receptor SF-1. CHO-K1 Gal4-SF-1 LBD luciferase reporter; % increase over DMSO SF-1-specific signal. AID 522. actives 1.9% (n = 65,000). activation, % at 10 µM;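 active = activation above the mean activation of all tested compounds plus 3 SD, cut at about 50% in these data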
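Compound – one dose, 10 µM compound, 1% DMSO · Test system – transient Gal4-SF-1 LBD reporter, CHO-K1 · Input – 4,000 cells in each well · Read-out basis – percent activation relative to DMSO median and mock-transfected background · Replicates – single measurement per compound · Technique – steady-glow luciferase luminescence, read after 15 min reagent incubation · Timing – 20 h compound treatment, 37 °C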
D1 mod – allosteric modulators of human D1 dopamine receptor; actives 5.9% (n = 58,000); P21728; HEK293 D1, CRE-luciferase, dopamine EC30 potentiation; actives deviate in either direction; B-score at 10 µM;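 active = luminescence count or its row- and column-corrected plate score outside the 99.7% band of the plate's sample wells, on either side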
Target sequence (P21728 whole entry, looked up): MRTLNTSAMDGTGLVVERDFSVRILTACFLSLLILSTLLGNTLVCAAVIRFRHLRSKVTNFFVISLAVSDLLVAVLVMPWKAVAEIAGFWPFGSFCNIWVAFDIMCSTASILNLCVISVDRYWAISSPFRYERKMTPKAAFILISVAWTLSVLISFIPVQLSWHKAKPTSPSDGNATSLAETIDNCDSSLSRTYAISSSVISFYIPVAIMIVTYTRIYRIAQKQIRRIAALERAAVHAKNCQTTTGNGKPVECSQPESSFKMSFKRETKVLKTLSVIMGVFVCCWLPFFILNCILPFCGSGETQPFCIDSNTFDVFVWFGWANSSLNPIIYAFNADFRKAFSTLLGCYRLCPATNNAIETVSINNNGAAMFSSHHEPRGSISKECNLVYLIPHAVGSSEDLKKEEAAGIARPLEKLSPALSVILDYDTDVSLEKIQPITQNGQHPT
RORa activator – activators of human nuclear receptor RORA; P35398; CHO-K1 Gal4-RORA LBD luciferase reporter, luminescence; percent increase over mock-subtracted basal signal; activation, % at 10 µM; actives 1.5% (n = 65,000); AID 560;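 active = activation above the mean of all tested compounds plus 3 SD, cut at about 49% in these data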;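 note: 0% = DMSO-treated RORA cells and 100% = added signal equal to DMSO minus mock-transfected cells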
Target sequence (P35398 whole entry, looked up, the tested form may be a part): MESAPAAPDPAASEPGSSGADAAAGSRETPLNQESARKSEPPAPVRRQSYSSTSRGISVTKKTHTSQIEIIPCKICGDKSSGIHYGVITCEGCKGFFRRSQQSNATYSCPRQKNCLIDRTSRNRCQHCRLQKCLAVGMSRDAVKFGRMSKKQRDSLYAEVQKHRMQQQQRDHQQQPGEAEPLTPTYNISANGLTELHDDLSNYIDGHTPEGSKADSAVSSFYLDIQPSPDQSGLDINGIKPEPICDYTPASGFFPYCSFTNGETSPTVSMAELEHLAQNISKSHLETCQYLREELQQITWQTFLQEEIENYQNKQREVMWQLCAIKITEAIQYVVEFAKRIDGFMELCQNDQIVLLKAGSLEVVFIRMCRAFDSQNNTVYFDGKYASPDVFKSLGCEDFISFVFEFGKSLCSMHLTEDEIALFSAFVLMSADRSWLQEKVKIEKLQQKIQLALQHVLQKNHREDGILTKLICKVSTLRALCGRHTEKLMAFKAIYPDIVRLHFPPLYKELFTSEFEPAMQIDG
TNAP act mid DEA – human TNAP activation, intermediate phosphate acceptor | purified TNAP, CDP-star luminescence, 100 mM DEA, 30 min; active compounds read high; scale: 0 levamisole-inhibited, 1 vehicle-only enzyme | activation factor at 20 µM | 64,000 tested, under 10 active | AID 813;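 active = activation factor of at least 2 at 20 µM, relative to controls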
Cdc25B block – inhibitors of human Cdc25B phosphatase; actives 0.1% (n = 65,000); recombinant Cdc25B, OMFP fluorescence Ex485/Em525; P30305; inhibition, %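 (compounds tested at 10 µM final in the well)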; in the data active = inhibition above about 50%
Hsp90 inh – displaces geldanamycin probe from tumor Hsp90. P07900. NCI-N417 lysate Hsp90, Cy3B-geldanamycin FP displacement. inhibition, % at 30 µM. actives 0.35% (n = 64,000);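 active = inhibition above 50%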;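 note: 0% = tracer plus lysate wells and 100% = tracer alone without lysate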
FXIIa inh mix – factor XIIa (human) inhibition, mixture screen; P00748; purified FXIIa, fluorogenic substrate, pooled mixtures; inhibition, % at 5 µM; actives 0.2% (n = 62,000); AID 684; in the data active = inhibition above about 20%, passing the limit was not always enough;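 note: 0% = enzyme without compound and 100% = no enzyme blank; some results filed as inactive read as strong as hits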
HER2 expr 66K – lowers expression of human Her2 kinase | AID 645 | HER2 level % of control, % at 10 µM | SKBR-3 HER2 protein level, AlphaScreen, 18-24 h; active compounds read low | actives 0.69% (n = 65,000);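 active = HER2 level under 5% of the carrier-only control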;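 note: 100% = DMSO carrier and 0% = 500 nM PU-H71 HSP90 inhibitor; lower value means stronger loss of Her2 protein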
MKP-1 inh – blocks human MKP-1 phosphatase activity | P28562 | inhibition, %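 (compounds tested at a single concentration somewhere between 10 and 100 µM)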 | recombinant MKP-1, OMFP hydrolysis fluorescence | actives 0.15% (n = 65,000);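 active = inhibition above about 50%, limit read from the data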;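 note: 0% = DMSO max control wells and 100% = wells with enzyme stopped by NaOH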
* marks the source's active call; other numbers are inactive results; nt = not tested or not shown.

compound	SF-1 act	D1 mod	RORa activator	TNAP act mid DEA	Cdc25B block	Hsp90 inh	FXIIa inh mix	HER2 expr 66K	MKP-1 inh
Cc1cc(C)c2c(N)c(C(=O)c3ccccc3)oc2n1	21	2.7	-8	0.8	14	-2	12	104	-7
CCCC(C(=O)NC1CCCC1)N(C(=O)Cn1nnc(-c2ccc(C)o2)n1)C1CCCC1 (configuration not stated)	-14	-0.35	7	0.9	-14	-5	10	115	6
CCCc1cc(=O)[nH]c(SCC(=O)CSc2nc(CCC)cc(=O)[nH]2)n1	1	0.94	10	1	2	0	1	84	22
Cc1nn(C)c(C)c1NC(=O)CCSc1nc(-c2ccco2)cc(C(F)(F)F)n1	4	1.4	12	0.9	4	-3	10	113	12
O=C(O)CC1C(=O)NCCN1CCCc1ccccc1 (configuration not stated)	15	0.0047	-13	0.9	-46	-1	3	96	-9
COc1ccccc1-n1c(SCC(=O)NC(C)(C)C)nnc1-c1ccco1	4	nt	9	0.9	-1	1	1	79	-13
Cc1nc2nc[nH]c2cc1Br	-19	0.14	-18	1	-11	1	11	100	6
Cc1ccc2cc(C(c3nnnn3C3CCCC3)N3CCN(c4ccc(F)cc4)CC3)c(=O)[nH]c2c1 (configuration not stated)	-24	-0.52	-18	0.8	-3	-2	3	85	31
COc1ccc2cc(C(c3nnnn3Cc3ccccc3)N3CCCCCC3)c(=O)[nH]c2c1 (configuration not stated)	7	1.1	-6	0.9	10	-7	3	83	8
Cc1ccn2cc(-c3nonc3C)cc2c1	24	nt	7	0.8	-7	0	10	46	-4
CCN(C(=O)COC(=O)c1c(-c2ccccc2)noc1C)C1CCS(=O)(=O)C1 (configuration not stated)	12	-0.25	6	1	-4	-1	-16	75	8
Cc1cc(NS(=O)(=O)c2ccc(NC(=O)c3cnc4scc(C)n4c3=O)cc2)nc(C)n1	4	nt	8	1	10	-4	13	60	5
Oc1ccc2[nH]cnc2c1CN1CCCCC1	-1	-0.11	-16	0.9	-10	3	5	107	-1
CCN(CC)CCN1C(=O)C(=O)/C(=C(/O)c2c(C)[nH]c(C(=O)OC)c2C)C1c1ccccc1 (configuration not stated)	2	-0.66	-8	1	-20	-6	nt	90	-28
c1ccc(-n2nnnc2Oc2ccc(-n3ccnc3)cc2)cc1	-8	-0.079	3	0.9	1	0	-17	91	22
O=C(NCc1ccccn1)/C(=N/O)c1ccccc1	10	nt	18	0.9	9	-3	6	89	12
Cc1cc(NC(=O)c2sccc2C)n(-c2cccc(Cl)c2)n1	-8	4.9*	-9	0.9	-3	1	-21	91	2
CCC1CCCCN1CCNC(=O)CNS(=O)(=O)c1ccc2nc(C)sc2c1 (configuration not stated)	8	0.014	-2	0.9	-9	-4	0	91	0
Cc1ccc(-n2ncc3c(=O)n(CC(=O)NC4CCCCC4)cnc32)cc1	28	nt	0	0.9	-9	-3	-17	173	0
CSCC[C@H](NC(=O)NCc1cccs1)C(=O)O	-6	nt	3	0.9	-24	0	-1	84	7
O=C1CC(c2ccc(Cl)cc2)n2nc(N3C(=O)CCC3=O)nc2N1 (configuration not stated)	-4	0.27	-21	0.8	-16	-1	3	97	21
O=C(Nc1ccc2c(c1)OCCO2)c1cc(-n2cnnc2)ccc1Cl	-3	-0.056	1	1	-1	1	6	77	10
CC1(C)CC(=O)C2=C(C1)OC(N)=C(C#N)C2c1ccc(OC(=O)N2CCOCC2)cc1 (configuration not stated)	-14	-0.029	0	1	-3	-1	-1	89	6
O=C(CSc1nc2ccccc2c(=O)n1Cc1ccco1)NCc1ccccc1	-10	nt	-6	0.9	-1	-2	-15	99	-5
CC(=O)N1CCC2(CC1)C(C#N)=C(N)Oc1n[nH]c(C(F)(F)F)c12	-16	nt	-19	0.9	-23	-5	6	140	-28
COC(=O)Cn1cnc2c(nnn2-c2ccc(C)cc2)c1=O	10	-0.12	2	0.8	35	-4	7	103	-1
CC1CCCN(c2nc3c(c(=O)[nH]c(=O)n3C)n2CCSc2nc3ccccc3o2)C1 (configuration not stated)	-17	nt	21	1.1	-1	2	1	95	12
O=C(c1ccc2c3c(cccc13)CC2)N1CCOCC1	0	0.12	9	0.9	-1	-14	-1	78	-12
Cc1nnc(NC2=NCCCCC2)o1	0	nt	-13	1	-18	-1	11	106	31
CC(=O)c1cc2c(cc1NC(=O)CN1CCOCC1)OCO2	1	0.39	-15	0.9	-2	-6	2	94	-3
O=C(NCCC1=CCCCC1)C1CC(=O)N(C2CCCCCC2)C1 (configuration not stated)	7	-0.22	-22	1	-33	-3	3	102	-8
Cc1ccc(S(=O)(=O)N2CCN(C(=O)CSc3nnc(C)c(=O)[nH]3)CC2)cc1	7	0.23	-21	0.9	6	-2	-1	110	10
Nc1nonc1NC(=O)CSc1nc2ccccc2s1	-10	0.055	-11	0.9	1	-3	3	68	-5
CC(=C1C2C=CC1C1C(=O)NC(=O)C21)c1ccccc1 (configuration not stated)	-8	-1.4	-14	1	-4	-5	5	64	9
O=C(c1noc2c1CCCCC2)N1CCOCC1	-7	-0.92	0	1	-1	-7	3	96	-4
COc1ccc(NC(=O)c2nc3nc(C)cc(C(F)F)n3n2)cc1OC	-9	-0.017	11	0.9	-9	2	13	103	4
O=c1c2c(-c3ccco3)csc2nc(SCc2cn3cccnc3n2)n1-c1ccccc1	-6	8.4*	-29	1	30	-11	5	76	39
COc1ccccc1C1C(C#N)=C(N)Oc2cc(C)n(Cc3ccccn3)c(=O)c21 (configuration not stated)	4	-0.4	-18	0.8	-19	1	8	97	-11
C(=N\n1cnnc1)/c1ccc(OCc2ccccc2)cc1	45	-0.42	4	0.9	1	-2	-5	94	2
CCNC(=O)CN(c1ccc(C)cc1)S(=O)(=O)c1ccc(SC)cc1	7	0.12	-24	0.7	-21	-2	-7	113	11
CCCS(=O)(=O)N1CCC(C(=O)NC2CCC(C)CC2)CC1 (configuration not stated)	45	-0.87	14	0.9	10	-1	4	94	-5
Cc1ccc(CNC(=O)CSc2n[nH]c(N)n2)cc1	25	-0.026	-11	0.9	0	1	-15	88	2
CCOC(=O)/N=C(/NC(=O)Nc1ccc(C(=O)OCC)cc1)OC	9	2.1	6	0.8	0	0	4	128	-8
COc1cc(S(=O)(=O)N(C)C)ccc1F	-14	-0.79	-11	0.9	-11	2	13	98	0
CC(=O)c1ccc(N2CCN(C(=O)c3ccc(OCc4c(C)noc4C)cc3)CC2)cc1	16	0.21	-9	0.9	-17	2	-9	104	28
CCCC(OC(=O)CN1C(=O)COc2ccccc21)C(=O)NC1CCCC1 (configuration not stated)	-11	nt	-17	0.9	3	-10	3	115	-2
O=C(CS(=O)(=O)Cc1ccccc1)Nc1ncccn1	-3	-2.2	-18	0.9	0	-5	-1	95	23
CSCCNC(=O)c1ccc(C(C)(C)C)cc1	73*	-1.8	73*	0.9	2	-1	-2	107	-2
O=C(O)CCC(=O)Nc1ccccc1C(=O)NC1CCCCC1	-9	0.17	2	0.9	-8	2	5	100	1
CC(C)(C)n1nc2c(c1NC(=O)c1cccs1)CS(=O)C2 (configuration not stated)	-13	-0.12	16	0.9	17	-3	-13	75	3
Cc1noc(NS(=O)(=O)c2ccc(N/C=C/C(=O)c3ccc4c(c3)OCO4)cc2)c1C	13	8.5*	8	0.9	0	1	3	108	35
COc1ccccc1NC(=O)Cc1cccs1	-18	0.11	-6	0.9	-13	-19	0	86	-7
CCc1c(C)n([O-])c2c([n+]1=O)CCCCC2	-17	1.2	-12	0.9	-6	3	3	79	3
Cc1ccc(SCCC(=O)NCC2CCCO2)cc1 (configuration not stated)	7	0.45	1	1	1	-6	-3	126	3
CN1C(=O)N(C)C2C1N(CN1CCCCC1)C(=O)N2CN1CCCCC1 (configuration not stated)	-6	0.058	3	1	11	3	-17	60	-2
O=C(CSc1nnc(Cn2c(=O)sc3ccccc32)n1-c1ccccc1)NCC1CCCO1 (configuration not stated)	0	-0.2	13	0.9	-12	-3	0	89	-4
O=C1OCCC1Sc1nc2cc(Cl)ccc2s1 (configuration not stated)	13	0.83	-30	0.9	-6	-2	-1	52	0
O=C(CNC(=O)Cn1ccc2ccccc2c1=O)NCCCN1CCN(c2cccc(Cl)c2)CC1	-2	nt	10	0.8	nt	nt	-4	83	nt
CCOC(=O)c1sc(=S)n(-c2cccc(OC)c2)c1N	-11	0.62	-5	0.9	-8	0	-26	123	-2
Cc1cc(N2CCC(C)CC2)n2ncc(-c3ccccc3)c2n1	8	-2.1	-12	0.9	4	0	-13	80	-14

Only SF-1 act and D1 mod, for some of the entries so far:
| Structure | SF-1 act | D1 mod |
| --- | --- | --- |
| O=C1OCCC1Sc1nc2cc(Cl)ccc2s1 (configuration not stated) | 13 | 0.83 |
| O=C(CNC(=O)Cn1ccc2ccccc2c1=O)NCCCN1CCN(c2cccc(Cl)c2)CC1 | -2 | nt |

Record cards (already shown):
`CC(C)(C)n1nc2c(c1NC(=O)c1cccs1)CS(=O)C2` (configuration not stated) as listed: SF-1 act = -13; D1 mod = -0.12; RORa activator = 16; TNAP act mid DEA = 0.9; Cdc25B block = 17; Hsp90 inh = -3; FXIIa inh mix = -13; HER2 expr 66K = 75; MKP-1 inh = 3
`Cc1ccc(-n2ncc3c(=O)n(CC(=O)NC4CCCCC4)cnc32)cc1` as listed: SF-1 act = 28; D1 mod = nt; RORa activator = 0; TNAP act mid DEA = 0.9; Cdc25B block = -9; Hsp90 inh = -3; FXIIa inh mix = -17; HER2 expr 66K = 173; MKP-1 inh = 0
`Cc1nc2nc[nH]c2cc1Br` as listed: SF-1 act = -19; D1 mod = 0.14; RORa activator = -18; TNAP act mid DEA = 1; Cdc25B block = -11; Hsp90 inh = 1; FXIIa inh mix = 11; HER2 expr 66K = 100; MKP-1 inh = 6

More results:
compound	SF-1 act	D1 mod	RORa activator	TNAP act mid DEA	Cdc25B block	Hsp90 inh	FXIIa inh mix	HER2 expr 66K	MKP-1 inh
Cc1n[nH]c(=O)nc1NCC1CCCO1 (configuration not stated)	5	0.63	-12	0.9	-7	3	5	113	-8
COC(=O)c1c(C)[nH]c(C(=O)C(C)Sc2nnc(-c3cc(OC)c(OC)c(OC)c3)o2)c1C (configuration not stated)	-6	0.15	-5	0.9	1	-5	4	91	26
COc1ccccc1-c1cc(C(=O)NCCN2CCOCC2)no1	-4	-1.4	-10	0.9	0	-4	1	89	4
CN(C(=O)c1cccnc1)c1nnc(-c2ccccn2)s1	70*	-0.4	39	0.9	-10	-1	0	165	-7
COCC(=O)N(C)c1nnc(-c2ccccn2)s1	8	-0.64	16	0.9	-12	-1	13	107	10
COCCNS(=O)(=O)c1ccc(OCC(=O)OC)c(Cl)c1	-12	-0.53	-2	1	-2	-1	4	83	-1
Cc1cc(NC(=O)C2CCCCC2C(=O)O)no1 (configuration not stated)	10	-0.76	-12	0.9	0	0	-1	135	-12
O=C1CSC(=NC2CCCCC2)N1	-6	-1.7	-20	0.9	-10	-1	1	93	3
COc1cccc(N(CC(=O)O)S(=O)(=O)c2ccccc2)c1	-4	-0.29	-11	1	-9	-4	10	91	10
O=C(CCN1C(=O)COc2ccccc21)NCc1cccs1	-7	1.2	0	0.9	-4	-2	2	111	11
CC1CCN(C(=O)CSc2nnc(CNC(=O)c3ccco3)o2)CC1	-7	nt	8	0.9	-7	-2	-19	123	-10
CCN(CC)C(=O)CSc1nc2ccccc2c(=O)n1-c1ccccc1OC	-8	nt	-14	0.9	-17	-2	5	97	3
O=C(CSc1nn(-c2ccc(F)cc2)c(=S)s1)N1CCN(C(=O)c2ccco2)CC1	0	nt	11	1	-7	-3	1	77	20
